EPAC2 antagonist – EPAC2 (human) antagonism. Potency, µM (series often up to 114 µM), for inactives: top-dose activity, negative = inhibition, hits mostly inhibitors. 0.18% of 360,000 active. Q8WZA2. EPAC2 GEF exchange of Rap1B-BODIPY-GDP, fluorescence. AID 720708; note: potency is the fitted concentration of half-maximal effect; % is set by controls: 0 for no effect and ±100 for the full control effect; nearly all actives have a fitted effect of over 45% in size; many of its hits are not listed in these tables
Target sequence (Q8WZA2 whole entry, looked up): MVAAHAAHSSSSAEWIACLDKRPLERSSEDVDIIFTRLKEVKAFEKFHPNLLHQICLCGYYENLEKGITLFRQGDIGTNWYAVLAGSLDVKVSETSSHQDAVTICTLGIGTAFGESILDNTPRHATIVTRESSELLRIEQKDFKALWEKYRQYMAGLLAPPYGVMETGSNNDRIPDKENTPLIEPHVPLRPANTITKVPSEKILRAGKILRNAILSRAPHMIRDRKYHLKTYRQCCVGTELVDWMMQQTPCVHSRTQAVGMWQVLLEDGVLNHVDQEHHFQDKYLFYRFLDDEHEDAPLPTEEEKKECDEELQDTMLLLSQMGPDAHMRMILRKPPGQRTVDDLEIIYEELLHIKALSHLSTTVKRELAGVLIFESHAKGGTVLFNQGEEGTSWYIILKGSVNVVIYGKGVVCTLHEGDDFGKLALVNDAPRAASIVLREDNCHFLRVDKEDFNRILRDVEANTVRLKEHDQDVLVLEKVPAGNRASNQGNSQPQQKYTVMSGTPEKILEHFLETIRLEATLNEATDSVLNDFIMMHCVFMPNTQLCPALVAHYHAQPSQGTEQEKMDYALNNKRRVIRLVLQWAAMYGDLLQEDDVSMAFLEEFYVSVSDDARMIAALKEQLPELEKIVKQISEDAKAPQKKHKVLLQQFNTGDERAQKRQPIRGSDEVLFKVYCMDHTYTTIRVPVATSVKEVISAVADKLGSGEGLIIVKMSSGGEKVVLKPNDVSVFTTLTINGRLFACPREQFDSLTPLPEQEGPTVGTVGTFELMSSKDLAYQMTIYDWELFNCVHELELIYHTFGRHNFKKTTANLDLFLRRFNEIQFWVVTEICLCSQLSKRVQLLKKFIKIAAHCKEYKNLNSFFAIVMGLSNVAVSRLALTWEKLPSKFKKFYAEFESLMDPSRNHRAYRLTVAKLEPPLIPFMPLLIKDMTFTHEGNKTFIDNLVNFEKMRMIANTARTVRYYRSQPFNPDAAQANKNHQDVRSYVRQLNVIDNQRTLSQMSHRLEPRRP
FUS yeast rescue – FUS proteinopathy suppression in yeast. Potency, µM (doses to about 76.6 µM), for inactives: top-dose growth rescue (activation), usual class: activators. S. cerevisiae FUS-expressing, growth rescue, OD600, 24 h. AID 1347120. 0.24% of 390,000 active;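 note: potency is the fitted concentration of half-maximal effect; plate controls were DMSO vehicle for no effect and reference control for full effect; nearly all actives have a fitted effect of over 55% in size; some results filed as inactive show a strong effect at the top dose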
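Galactose (2%) drives FUS expression in yeast precultured in raffinose; seeding density OD 0.005. Test compounds incubated 24hr at 30C and 99% humidity before absorbance at 600 nm was measured.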
DRD3 agonist – agonists of human D3 dopamine receptor; P35462; 0.58% of 410,000 active; max activation, %; D3R DiscoveRx beta-arrestin cells, luminescence, 90 min; in the data active = max activation above about 30%; note: 0% is about no effect; mostly tested at two doses, the higher about 12 µM
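Cells at 1500/well, incubated overnight, then treated with pinned compounds (dopamine as control) for 90 min at 37 degrees C. DiscoveRx reagent added for 30 - 60 minutes at room temperature; luminescence read.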
EPAC2 ag – EPAC2 (human) agonism; Q8WZA2; EPAC2 activation, biochemical qHTS; response scale: 100% = 6.5 mM cAMP response; Potency, µM (titrated, usually from 154 µM), without a hit: at the top dose activation, most hits filed as activators; 0.079% of 360,000 active; note: potency is the fitted concentration of half-maximal effect; nearly all actives have a fitted effect of over 50% in size
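qHTS, titration series. 100 nM EPAC2 / 250 nM Rap1B-BODIPY-GDP / 50 uM GDP; RT; ex 480/em 540 nm, 5-min reads to 30 min. Norm. to 6.5 mM cAMP = activation.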
DRD3 antagonist – blocks the human D3 dopamine receptor | max response, negative = inhibition, % | 2.5% of 360,000 active | AID 652054 | D3R cells, DiscoveRx beta-arrestin luminescence, antagonist mode; hits give low values | P35462; in the data active = max response below about -50%; inconclusive = no clear call, values can overlap the other calls; note: % is set by controls: 0 for no effect and ±100 for the full control effect; mostly tested at two doses, the higher about 12 µM
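Cells expressing the human receptor were seeded at 1500 cells/well, incubated overnight at 37 degrees C in 5% CO2, then exposed to library compounds with dopamine controls for 90 minutes at 37 degrees C before luminescent detection.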
aSyn rescue – alpha-synuclein toxicity inhibition in yeast. 0.14% of 370,000 active. AID 652106. Potency, µM (top dose mostly 46.1 µM), without a hit: at the top dose growth rescue (activation), hits mostly activators. Yeast expressing alpha-synuclein, growth rescue, BacTiter-Glo, 24 h; note: potency is the fitted concentration of half-maximal effect; % of control where 0% means no effect; nearly all actives have a fitted effect of over 65% in size
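Screening used galactose-induced yeast with toxic alpha-synuclein levels, exposed to compound for 24 hr at 30 deg C. Cell growth, read with BacTiter-Glo luminescence, gave the measured signal.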
Abeta rescue – compounds reversing amyloid beta toxicity in yeast; yeast expressing A-beta42, growth rescue, OD600, 48 h; response scale: 0% DMSO, 100% iron-clioquinol control; Potency, µM (titrated, usually from 46.1 µM), for inactives: at the top dose growth rescue, hits mostly activators; 0.063% of 410,000 active; AID 1347071; note: potency is the fitted concentration of half-maximal effect; nearly all actives have a fitted effect of over 55% in size
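Yeast A-beta toxicity model in growth medium with pinned compounds, 48 h at 30 C; growth read as absorbance at 600 nm. Normalized to FeCl3/clioquinol equimolar mix (positive) and DMSO (negative).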
TDP43 rescue – rescues yeast growth from TDP-43 toxicity. 1.8% of 410,000 active. TDP-43 expressing yeast growth rescue, BacTiter-Glo, 24 h. Potency, µM (top dose mostly 46.1 µM), inactives show at the highest dose growth rescue (activation), usual class: activators. AID 652104; note: potency is the fitted concentration of half-maximal effect; % of control where 0% means no effect; nearly all actives have a fitted effect of over 50% in size
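Yeast cells expressing TDP-43 under galactose induction are exposed to compounds for 24 hr at 30 deg C. BacTiter-Glo luminescence measures growth, so protective compounds score as activators.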
* marks the source's active call; other numbers are inactive results; ? = inconclusive; / = no result given; [ ] = dose if it differs, or a comment. Unless noted, calls come from the whole dose curve; as a rule, active = well fitted curve in the direction sought with a large enough effect; inconclusive = small, poorly fitted or top-dose-only effect, or another doubt; inactive = no such curve, though single readings can be large; an effect the other way counts as inactive or inconclusive. This is a subset (hit frequency here may not be typical).

SMILES	EPAC2 antagonist	FUS yeast rescue	DRD3 agonist	EPAC2 ag	DRD3 antagonist	aSyn rescue	Abeta rescue	TDP43 rescue
O=C(COC(=O)c1ccc(OC(F)F)cc1)Nc1cccc(S(=O)(=O)NC2=NCCC2)c1	8%	1%	-13	-7%	31	5%	-8%	-2%
Cc1ccccc1CSc1nncn1N	14%	7%	6	-3%	7	-6%	-1%	3%
C#CCN(C)CC/C=C1\c2ccccc2CSc2ccccc21	-9%	-6%	-21	20%	-71*	-1%	14%	-14%
Cc1ccc(C)c(N2CCN(C(=O)CCc3c(C)nn(-c4ccc(N5CCCC5)nn4)c3C)CC2)c1	/	21%	4	/	/	/	-3%	?
O=C1CCC(C(=O)N2CCSCC2)CN1Cc1ccc(Cl)cc1 (stereo unspecified)	0%	-14%	1	8%	4	-4%	-20%	5%
CCOc1c2ccc(C(=O)NCc3ccc4c(c3)OCO4)cc2nn1CC	12%	5%	13	-4%	-52*	0%	-14%	-1%
COc1ccc(S(=O)(=O)Nc2ccc3oc4ncccc4c(=O)c3c2)cc1OC	-5%	35%	-5	0%	0	-2%	0%	-28%
O=C(CN1C(=O)NC2(CCCCC2)C1=O)Nc1ccc(N2CCOCC2)cc1	12%	29%	-5	6%	4	-8%	-16%	-31%[inhibitor]
CCOc1cc(C2NC(=O)N(C)C(C)=C2[N+](=O)[O-])ccc1OC(C)=O (stereo unspecified)	-3%	1%	-5	15%	-11	-9%	-6%	-7%
O=C(Nc1ccc(NC(=O)c2ccco2)nc1)c1ccccn1	-4%	27%	-1	-4%	5	-3%	-29%	-24%
CCOc1ccc(-n2c(Cc3ccccc3)nnc2SCc2nc(-c3ccccc3C)no2)cc1	/	?	4	/	/	/	-8%	1%
CNC(=O)c1cc(S(=O)(=O)Nc2ccc3c(c2)OCO3)ccc1C	-20%	/	5	4%	12	4%	1%	-14%
COc1cc(C(=O)NCC(c2cccs2)N2CCOCC2)cc(OC)c1OC (stereo unspecified)	-4%	-8%	-26	4%	-8	4%	-10%	-11%
COC(=O)C1=CN(CCCN2CCCC2=O)C=C(C(=O)OC)C1c1ccccc1C(F)(F)F	-1%	16%	6	3%	9	1%	8%	10%
Cc1cccc(C(=O)NC(C(=O)Nc2nc(-c3ccccn3)cs2)C(C)C)c1 (stereo unspecified)	2%	-13%	1	4%	5	-1%	-10%	3%
COCc1cc(C)nc(NCCc2ccccc2)c1C#N	-3%	6%	-1	10%	-6	0%	1%	25%
CCc1nc2ccc(C(=O)N3CCN(C(=O)c4ccco4)CC3)cn2c1N(C)CCC(C)C	-4%	8%	5	-4%	21	-6%	-12%	16%
COc1ccc(C(C[N+](=O)[O-])c2c(C)cc3ccccn23)cc1 (stereo unspecified)	?	19%	-2	27%	-21	2%	-39%	?
CC(C)OC(=O)c1cc2ccccc2[nH]1	1%	12%	3	-5%	22	5%	14%	?
Cc1ccc(-c2cc(C(F)F)n3ncc(C(=O)Nc4c(C)nn(Cc5c(Cl)cccc5Cl)c4C)c3n2)cc1	6%	11%	2	-10%	14	3%	-2%	-6%
O=C(CCc1nnc(-c2ccsc2)o1)NCc1ccccc1OC(F)(F)F	-5%	-3%	9	-9%	-3	2%	9%	21%
COC(=O)N/N=C(\C)c1cccc(C(F)(F)F)c1	6%	1%	-21	5%	-7	0%	3%	-12%
O=C(/C=C/c1cccc(F)c1)OCC(=O)c1ccc[nH]1	-1%	8%	6	3%	1	-5%	-6%	?
CC(=O)Nc1ccc(NC(=O)C(C)N2CCN(S(=O)(=O)c3ccc(C)cc3)CC2)cc1 (stereo unspecified)	-29%	0%	-3	7%	10	-6%	5%	-14%
Cc1ccccc1N1CCN(C2CCCN(C(=O)CCC(=O)N(C)C)C2)CC1 (stereo unspecified)	4%	-2%	-3	1%	3	1%	-2%	15%
(listing goes on)
SMILES	EPAC2 antagonist	FUS yeast rescue	DRD3 agonist	EPAC2 ag	DRD3 antagonist	aSyn rescue	Abeta rescue	TDP43 rescue
CC(C)[C@H](CO)NC(=O)[C@H]1O[C@@H](n2ccc(N)nc2=O)[C@H](O)[C@@H]1O	24%	-31%	8	13%	15	-2%	-7%	23%
COC(=O)C1=CO[C@@H](O[C@@H]2O[C@H](CO)[C@@H](O)[C@H](O)[C@H]2O)C2C1CC(O)O[C@H]2C (stereo partly specified)	23%	-11%	3	10%	0	0%	-10%	20%
CCN1C(=O)[C@@H]2[C@@H](c3ccc(SC4CCCCC4)c(OC)c3)N3CCC[C@@]3(C(=O)OC)[C@@H]2C1=O	-8%	?	-3	10%	-7	1%	4%	19%
CCOC(=O)CNC(=O)CSc1nnnn1-c1ccc(C)c(C)c1	-24%	8%	-2	-1%	-13	3%	2%	-21%
c1ccc2c(c1)CNc1ccccc1-2	-2%	/	-16	11%	11	0%	-4%	26%
COc1c(O)ccc2c1CN1CCc3cc4c(cc3C1C2)OCO4 (stereo unspecified)	-16%	23%	-58	3%	-123*	-2%	0%	12%
Cc1cc(NC(=O)COC(=O)c2ccc(S(=O)(=O)C(F)F)cc2)n(-c2ccccc2)n1	8%	0%	4	5%	-1	2%	8%	13%
CSCCNC(=O)c1cccc(Cl)c1	-1%	/	-2	2%	30	?	8%	4%
CCC(C(=O)NCc1ccc(OC)c(OC)c1)n1nc(C)c2c(C)n(-c3ccc(C)cc3)nc2c1=O (stereo unspecified)	/	5%	-8	/	/	/	-15%	-14%
CC(=O)c1cc(NC(=O)c2ccc(C)cc2)c(=O)oc1C	-9%	3%	13	-3%	5	?	-31%[inhibitor]	0%
Cc1ccc(N2CC(=O)Nc3c(oc4nc(-c5ccccc5)cc(C)c34)C2=O)cc1	0%	2%	-9	0%	-18	0%	?	-7%
CCOc1ccc(CCN2C(=O)C3C4CCC(O4)C3C2=O)cc1OCC (stereo unspecified)	14%	/	-2	3%	-21	3%	0%	?
COc1ccc2nc3n(c(=O)c2c1)-c1cc2ccccc2cc1C(=O)NC3Cc1ccccc1 (stereo unspecified)	1%	?	1	-12%	26	4%	6%	14%
COc1ccc(NC(=O)C2CC(=O)N/C(=N/NC(=O)c3ccc(Cl)cc3)S2)cc1 (stereo unspecified)	-2%	24%	7	2%	47	-3%	8%	-1%
COc1cccc(S(=O)(=O)N(C)C[C@@H]2OCc3cnnn3CCCC(=O)N([C@@H](C)CO)C[C@H]2C)c1	-10%	0%	8	4%	31	0%	-9%	23%
CC(C)CCn1cnc2c1c(=O)[nH]c(=O)n2Cc1ccccc1	1%	-24%	2	4%	-5	-9%	3%	15%
CCOc1ccc(NC(=O)Cn2c(=O)n(Cc3ccco3)c(=O)c3oc4ccccc4c32)cc1	/	-1%	-10	/	/	/	-2%	8%
O=C(CNc1ccccc1F)N/N=C/C1CC=CCC1 (stereo unspecified)	-2%	-23%	2	-5%	5	-8%	2%	7%
CCCCNc1nc2ccccc2[nH]1	-2%	-14%	-23	-9%	13	-5%	5%	-5%
CCOC(=O)c1cc(-c2csc(Nc3c(C)cc(C)cc3C)n2)on1	-23%	?	-4	-2%	?	-3%	-10%	-22%
O=C(O)c1cc(=O)c2cc(Cl)ccc2o1	0%	-17%	1	2%	-1	3%	4%	7%
CCOC(=O)C(Sc1cc(-c2ccccc2)nc2ncnn12)C(C)=O (stereo unspecified)	-2%	-5%	-7	5%	-2	-13%	-1%	?
Cc1cc([N+](=O)[O-])nn1CC(=O)N(C)C1CCCCC1	-2%	0%	1	0%	7	-1%	-8%	2%
CC(C)c1ccccc1NC(=O)COc1ccc(C(=O)NCCc2ccccc2)cc1	3%	12%	2	-8%	11	2%	25%	15%
CCC(C)(C(=O)NC1CCCCC1)N(C(=O)c1cnccn1)c1c(C)n(C)n(-c2ccccc2)c1=O (stereo unspecified)	2%[57.1 µM]	1%	2	2%	10	0%	-5%	8%

Record cards, from the list above. Values in the order: EPAC2 antagonist	FUS yeast rescue	DRD3 agonist	EPAC2 ag	DRD3 antagonist	aSyn rescue	Abeta rescue	TDP43 rescue
`CC(=O)c1cc(NC(=O)c2ccc(C)cc2)c(=O)oc1C` across the screens: -9%	3%	13	-3%	5	?	-31%[inhibitor]	0%
`COc1c(O)ccc2c1CN1CCc3cc4c(cc3C1C2)OCO4` (stereo unspecified) across the screens: -16%	23%	-58	3%	-123*	-2%	0%	12%
`CC(C)[C@H](CO)NC(=O)[C@H]1O[C@@H](n2ccc(N)nc2=O)[C@H](O)[C@@H]1O` across the screens: 24%	-31%	8	13%	15	-2%	-7%	23%
`CCN1C(=O)[C@@H]2[C@@H](c3ccc(SC4CCCCC4)c(OC)c3)N3CCC[C@@]3(C(=O)OC)[C@@H]2C1=O` across the screens: -8%	?	-3	10%	-7	1%	4%	19%
`Cc1ccc(N2CC(=O)Nc3c(oc4nc(-c5ccccc5)cc(C)c34)C2=O)cc1` across the screens: 0%	2%	-9	0%	-18	0%	?	-7%

Next section:
SMILES	EPAC2 antagonist	FUS yeast rescue	DRD3 agonist	EPAC2 ag	DRD3 antagonist	aSyn rescue	Abeta rescue	TDP43 rescue
CCN(CC(=O)NCc1ccc(F)cc1)C(=O)c1ccc(Cl)cc1	-1%	-25%	-2	7%	1	4%	1%	16%
COc1ccc2c(c1)c1c(c(=O)n(-c3ccc(OC)c(OC)c3)c(=O)n1Cc1ccc(C)cc1)n2C	/	-4%	-6	/	/	/	-12%	15%
CC(=O)C1=C(O)C(=O)N(c2cccc(C(=O)O)c2)C1c1ccc(F)cc1 (stereo unspecified)	-6%	/	7	5%	3	-8%	2%	4%
COc1ccc(CNC(=O)c2nc(Cn3nc(C)c(Br)c3C)no2)cc1OC	/	14%	3	/	/	0%	-11%	6%
CC1Cc2ccccc2N1C(=O)c1cnsn1 (stereo unspecified)	-6%	-9%	0	-2%	-2	6%	-7%	?
Cc1ccc(C)c(NC(=O)CS(=O)(=O)c2c[nH]c3ccccc23)c1	-1%	-3%	0	-2%	8	1%	10%	10%
CCC1(c2ccccc2)NC(=O)N(CC(=O)NNC(=O)CCN2CCN(c3ccccc3)CC2)C1=O (stereo unspecified)	-4%	2%	-11	-10%	-56*	-4%	-2%	9%
CCc1nc(SCC(=O)Nc2nc3c(s2)CCCC3)c2ccccc2n1	8%	18%	0	19%	-2	-6%	19%	10µM*
Cc1ccc(OCC(=O)Nc2ccc(F)cc2)cc1C	6%	-2%	-5	-7%	-11	-10%	-9%	0%
Cc1cccc(NS(=O)(=O)c2ccc(C)c(C(=O)NCCCN3CCOCC3)c2)c1	-1%	3%	-4	-7%	-4	-1%	8%	10%
O=C(Nc1ccc(-c2cn3c(n2)SCC3)cc1)c1ccc2ccccc2n1	-1%	33%	2	4%	15	5%	0%	11%
CS(=O)(=O)N(CC(=O)Nc1ccc2c(c1)OCCO2)Cc1ccccc1	-2%	8%	22	11%	11	2%	0%	-5%
